High-throughput results: PubChem, National Center for Advancing Translational Sciences (NCATS)
USP2a block: blocks human ubiquitin-specific protease USP2a; O75604; Potency, µM (top dose mostly 38.3 µM), inactives show at the highest dose activity change, negative = inhibition, actives largely listed as inhibitors; hit rate 0.01% among 330,000; USP2 core, Ub-CHOP2 coupled fluorogenic reporter, 485/531; AID 463254;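 further: potency means the concentration at half of the fitted maximal effect; plate controls were DMSO wells for no effect and full inhibition by NEM control for full effect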
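Deubiquitinase activity read as fluorescence (485/531 nm) after Ub-CHOP2 cleavage activates the enterokinase reporter on its substrate; USP2 core 10nM, Ub-CHOP2 and substrate 25nM each, 30min compound preincubation then 60min RT; data normalized to NEM, curves fitted.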
S-ASM inh: human S-ASM enzyme inhibition; P17405; placental ASM, HMU-PC fluorogenic substrate, 60 min; Potency, µM (highest dose often 57.5 µM), for inactives: top-dose activity change, negative = inhibition, usual class: inhibitors; hit rate 0.006% among 340,000; AID 504937; further: potency means the concentration at half of the fitted maximal effect
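Fluorogenic HMU-PC substrate (9 uM final) is turned over by placental ASM in 60 min at 37 C after a 10 min compound preincubation. Reaction ended by alkaline stop (pH 10), with fluorescence read at 386/447 nm.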
a7 integrin act: activates integrin-mediated alleviation for muscular dystrophy; Potency, µM (top dose mostly 38.3 µM), for inactives: at the top dose activation, hits mostly activators; AID 624291; alpha7betagal myoblasts, beta-gal FDG fluorescence, 48 h; hit rate 0.064% among 350,000;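 further: potency means the concentration at half of the fitted maximal effect; 100% = response of the positive control SU9516; nearly all actives have a fitted effect of over 60% in size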
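alpha7betagal+/- myoblasts (passage 13, 250/well) treated 48 h at 37C with compounds at 1:260 dilution of DMSO stock. Lysed, then beta-galactosidase activity read as FDG fluorescence (ex 480/em 540) after 30 min, with pre-read for autofluorescence.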
BRCA1 expr up: BRCA1 expression activation. AID 624202. MCF7-BRCA1-FFLuc reporter, luminescence, 48 h; response scale: scaled: vehicle 0%, 10 µM genistein 100%. hit rate 1.1% among 380,000. Potency, µM (titrated, usually from 46.1 µM), inactives show top-dose activation, usual class: activators; further: potency means the concentration at half of the fitted maximal effect; nearly all actives have a fitted effect of over 80% in size; some results filed as inactive show a strong effect at the top dose
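Luminescence from a BRCA1-driven firefly luciferase in MCF7 cells was the read-out, taken 15 min after substrate addition following 48 h compound exposure at 37 °C. Data were normalized to a 10 microM genistein control and DMSO vehicle.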
TRPV1 ag: activates the human vanilloid receptor TRPV1; TRPV1-expressing cells, Fluo-8 calcium influx, agonist mode; activation, % at 8.33 µM; hit rate 0.19% among 320,000; AID 540275; in the data active means activation above about 80%; inconclusive means between about 30% and that limit; further: 0% is about no effect
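Cells expressing TRPV1 were dye-loaded with Fluo-8 and read kinetically: 10 s baseline, 3 min after compound (agonist portion), then 2 min after EC20 capsaicin (allosteric enhancer portion). Calcium-bound dye fluorescence at 480/520 nm.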
B2AR arrestin: agonists driving beta-arrestin recruitment to human beta2-adrenergic receptor | beta-arrestin recruitment to beta2AR, cell-based reporter | P07550 | hit rate 0.02% among 330,000 | Potency, µM (series often up to 46.1 µM), for the others: top-dose activation, most hits filed as activators;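 further: potency means the concentration at half of the fitted maximal effect; 0% = DMSO controls and full agonism = EC100 isoproterenol or metaproterenol; nearly all actives have a fitted effect of over 65% in size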
Target sequence (P07550 whole entry, looked up): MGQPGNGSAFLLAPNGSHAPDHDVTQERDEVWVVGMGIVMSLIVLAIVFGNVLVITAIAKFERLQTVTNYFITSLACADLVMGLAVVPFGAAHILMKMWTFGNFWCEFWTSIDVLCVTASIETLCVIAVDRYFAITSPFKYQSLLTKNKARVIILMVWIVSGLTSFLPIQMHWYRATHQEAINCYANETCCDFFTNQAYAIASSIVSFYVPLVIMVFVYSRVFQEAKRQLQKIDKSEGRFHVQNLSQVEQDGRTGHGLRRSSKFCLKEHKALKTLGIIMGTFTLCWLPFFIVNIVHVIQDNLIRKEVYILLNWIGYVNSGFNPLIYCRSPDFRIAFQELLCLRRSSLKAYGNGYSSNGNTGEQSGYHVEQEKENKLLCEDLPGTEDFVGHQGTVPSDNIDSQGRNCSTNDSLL
TSG101-PTAP inh: blocks PTAP/TSG101 interaction to inhibit HIV-1 budding; Fluorescence polarization, FITC-PTAP peptide / Tsg101 binding; 340,000 tested, under 10 active; Potency, µM (highest dose often 115 µM), for inactives: at the top dose activity change, negative = inhibition, hits mostly inhibitors; active means well fitted inhibition curve with a large enough effect in the main read-out, with a control signal flat, not every such curve was filed as active; inconclusive means small, poorly fitted or top-dose-only effect, or effect the other way, or a change in a side signal; inactive means no such curve, though single readings can be large or run the other way; further: potency means the concentration at half of the fitted maximal effect; % of control where 0% means no effect
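Fluorescence polarization binding of Tsg101 binding domain (10 uM final) to FITC-labeled PTAP peptide (50 nM final) in HEPES pH 7.5 buffer with NaCl, Tween 20, EDTA, TCEP. Compounds added before peptide; binding 20 min at RT.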
ELG1 genotoxic: induces genotoxicity in HEK293T cells with luciferase-tagged ELG1; HEK293T ELG1-luciferase reporter, luminescence, 16 h; Potency, µM (top dose mostly 46 µM), inactives show at the highest dose activity change, positive = activation, actives largely listed as activators; hit rate 1.3% among 330,000; AID 504466; further: potency means the concentration at half of the fitted maximal effect; % of control where 0% means no effect; nearly all actives have a fitted effect of over 60% in size
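After overnight (16 hr) compound treatment at 37 °C, ELG1-luciferase HEK293T cells were lysed with ONE-Glo; luminescence quantified 30 min later at room temperature.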
uPA generation: blocks generation of uPA at the cell surface. cell surface uPA generation assay, qHTS. Potency, µM (series often up to 38.3 µM), for inactives: at the top dose activity change, negative = inhibition, most hits filed as inhibitors. hit rate 0.31% among 330,000. AID 540303; active means well fitted inhibition curve with a large enough effect; inconclusive means small, poorly fitted or top-dose-only effect; inactive means no such curve, though single readings can be large or run the other way; tested in mouse RAW 264.7 cells; further: potency means the concentration at half of the fitted maximal effect; on the % scale 0 is the no-effect control and ±100 the full control effect; nearly all actives have a fitted effect of over 55% in size
p53 reactivation: re-activators of mutant p53; Potency, µM (top dose mostly 92.2 µM), for inactives: at the top dose activity change, positive = activation, actives largely listed as activators; H1299 p53-A138V BP100-luciferase reporter, luminescence, 24 h; hit rate 0.063% among 320,000; AID 504706; further: potency means the concentration at half of the fitted maximal effect; % of control where 0% means no effect; nearly all actives have a fitted effect of over 45% in size
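p53-null H1299 cells stably carrying temperature-sensitive p53-A138V and a BP100-luciferase reporter were pinned with compounds (4-point, 1:5 series) and held 24 hrs at 37 deg C. Luminescence was read 10 min after detection reagent.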
Eya2 inh: blocks the phosphatase activity of human Eya2; O00167; recombinant Eya2, OMFP fluorescence dephosphorylation (OMFP is methylfluorescein phosphate); Potency, µM (highest dose often 76.9 µM), for inactives: at the top dose activity, negative = inhibition, most hits filed as inhibitors; hit rate 0.006% among 330,000; further: potency means the concentration at half of the fitted maximal effect; on the % scale 0 is the no-effect control and ±100 the full control effect
Target sequence (O00167 whole entry, looked up): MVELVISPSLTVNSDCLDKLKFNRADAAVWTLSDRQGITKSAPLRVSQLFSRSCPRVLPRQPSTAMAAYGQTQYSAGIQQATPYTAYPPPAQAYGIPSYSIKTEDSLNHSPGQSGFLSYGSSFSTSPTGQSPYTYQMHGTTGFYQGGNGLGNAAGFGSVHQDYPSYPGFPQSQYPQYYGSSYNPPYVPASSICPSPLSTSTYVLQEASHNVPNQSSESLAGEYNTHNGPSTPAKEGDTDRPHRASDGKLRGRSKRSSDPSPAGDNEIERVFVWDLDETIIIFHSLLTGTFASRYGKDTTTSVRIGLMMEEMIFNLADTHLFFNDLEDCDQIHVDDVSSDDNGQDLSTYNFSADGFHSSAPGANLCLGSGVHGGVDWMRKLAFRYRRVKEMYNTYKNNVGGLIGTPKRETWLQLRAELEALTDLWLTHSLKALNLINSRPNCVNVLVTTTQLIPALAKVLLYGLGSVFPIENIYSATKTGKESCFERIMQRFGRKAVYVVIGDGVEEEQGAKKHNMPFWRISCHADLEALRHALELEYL
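Eya2 protein (added as 0.2 uM solution) was preincubated with compound for 10 min at ambient temperature in 50 mM HEPES pH 7.5, 50 mM NaCl, 5 uM MgCl2, 0.05% BSA, 1 mM DTT. OMFP (added at 50 uM) then reacted 10 min; fluorescence read at 485/525 nm.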
* hit, by the source's call; ? = inconclusive; / = no result given; [ ] = dose if it differs, or a comment. Unless noted, the call rests on the fitted dose curve; in most records, active means well fitted curve in the direction sought with a large enough effect; inconclusive means small, poorly fitted or top-dose-only effect, or another doubt; inactive means no such curve, though single readings can be large; an effect the other way counts as inactive or inconclusive. Hits appear at their usual frequency. Share with any hit: about 2.6%.

Below each compound: USP2a block, S-ASM inh, a7 integrin act, BRCA1 expr up, TRPV1 ag, B2AR arrestin, TSG101-PTAP inh, ELG1 genotoxic, uPA generation, p53 reactivation, Eya2 inh
CCCC(=O)N1CCN(c2ccc(C(=O)c3ccc(OC)c(Br)c3)cc2F)CC1
    2%, /, /, /, 0, 0.0%, /, -9%, /, 9%, 21%
Cc1ccc(NC(=O)c2c(C(F)(F)F)nn(C)c2Cl)cc1C
    0%, -2%, -7%, 11%, 3, 0.1%, -6%, 3%, /, 1%, 2%
C[C@H]1COC(=O)[C@H](Cc2ccc(F)cc2)CC/C=C/C[C@@H](CC(=O)N(CCO)Cc2ccccc2)C(=O)N1
    -8%, 2%, -17%, -2%, /, -0.7%, 0%, -8%, 3%, -5%, 4%
CCN(CC)C(=O)CN(C#N)c1nc(NC(C)C)nc(NC(C)C)n1
    1%, 1%, -13%, -2%[1.84 µM], -2, -0.7%, -4%, -1%, 3%, 0%, -10%
COc1ccc(OCC(=O)Nc2cc(S(=O)(=O)N3CCCC3)ccc2OCC(F)(F)F)cc1
    4%, 2%, 11%, 19%, 6, -0.4%, 2%, 3%, -1%, 0%, -23%
COc1cc(/C=N/N2CCN(c3ccccc3)CC2)ccc1OC(C)=O
    -2%, 1%, 0%, 48%, 3, -1.1%, -7%, 9%, -24%, /, 0%
COc1ccc(NC(=O)CN(Cc2ccccc2)S(C)(=O)=O)cc1OC
    -2%, 0%, -4%, 17%, 1, 2.2%, -1%, -1%, -1%, 0%, 8%
COc1cc(S(=O)(=O)NCc2ccccn2)ccc1Cl
    0%, -2%, 43%, 14%, 5, -0.5%, -1%, 0%, -5%, /, -20%
Brc1cccc(-c2nnc3sc(CN4CCCCC4)cn23)c1
    0%, 6%, -15%, -98%[inhibitor], 12, 0.0%, /, -3%, -8%, -5%, -9%
Cc1cc(C)cc(OC(C)c2ccnc3nc(/N=C/N(C)C)nn23)c1 (configuration not stated)
    2%, 15%, 4%[7.66 µM], -1%, 10, 0.0%, -3%, 3%, /, -1%, -3%

Next part (two carried over from the part before).
Below each compound: USP2a block, S-ASM inh, a7 integrin act, BRCA1 expr up, TRPV1 ag, B2AR arrestin, TSG101-PTAP inh, ELG1 genotoxic, uPA generation, p53 reactivation, Eya2 inh
Brc1cccc(-c2nnc3sc(CN4CCCCC4)cn23)c1
    0%, 6%, -15%, -98%[inhibitor], 12, 0.0%, /, -3%, -8%, -5%, -9%
Cc1cc(C)cc(OC(C)c2ccnc3nc(/N=C/N(C)C)nn23)c1 (configuration not stated)
    2%, 15%, 4%[7.66 µM], -1%, 10, 0.0%, -3%, 3%, /, -1%, -3%
C/C(=N\NC(=O)c1cc2ccccc2cc1O)c1cc2ccccc2o1
    5%, -5%, -23%, -60%, 2, 0.1%, 1%, -11%, 4%, 10%, 6%
CCc1nc(CN2CCN(Cc3ccc(F)c(F)c3)C(CCO)C2)c(C)[nH]1 (configuration not stated)
    -4%, 2%, 12%, 13%, 1, -0.7%, -2%, -1%, -1%, -2%, 0%
COc1cccc(N(CC(=O)NC2CCCC2)C(=O)CCCC(=O)Nc2ccccn2)c1
    2%, 1%, 3%, -4%, 3, -0.1%, -2%, -1%, 3%, 3%, 1%
CO[C@H]1O[C@H](CBr)[C@@H](OC(=O)c2ccccc2)[C@H](O)[C@H]1O
    /, 4%, 23%, -4%, /, /, -2%, /, 2%, /, /
COc1ccc(Nc2c[nH]c(=O)[nH]c2=O)cc1
    /, 0%, 13%, -18%, /, /, 2%, /, 4%, /, /
COc1ccccc1-c1noc(CSc2nc(N)cc(=O)[nH]2)n1
    2%, -2%, -41%, -8%, 0, -0.6%, 1%, 2%, 0%, 3%, 3%
COc1ccc(S(=O)(=O)N2CCCCC2)cc1NC(=O)CCNC(=O)c1ccc(Br)cc1
    0%, -2%, 16%, -19%, ?, 0.7%, -2%, 18%, 2%, 7%, -10%
CN(Cc1cccnc1)C(=O)c1ccc2nc(Cc3ccccc3F)oc2c1
    0%, 1%, -25%, 49%, 3, 0.3%, 0%, 1%[9.26 µM], 10%, ?, -2%
O=C(O)c1nccnc1C(=O)NCc1csc2ccc(Cl)cc12
    -2%, 6%, ?, -7%, 0, -1.5%, -5%, -1%, -9%, -1%, 3%
Cc1ccsc1C1CC(=O)OC2=C1C(=O)CC(C)(C)C2 (configuration not stated)
    0%, /, /, /, 0, -0.3%, /, 1%, /, -5%, 0%
O=C(O)c1nc(N2CCCC2)ncc1Cl
    4%, 2%, 20%[7.66 µM], 1%, -3, -0.3%, -8%, 9%, /, 1%, -8%
O=S1(=O)N=C(N(CCO)/N=C/c2ccc(Cl)cc2)c2ccccc21
    5%, 33%, 3%, 0%, 4, -1.7%, -9%, -7%, -1%, -7%, 2%
Clc1ccc(C[n+]2cc(-c3ccc(Cl)cc3)n3c2CCC3)cc1
    -2%, -2%, -8%, -47%, 1, -1.0%, 1%, -10%, 1%, 5%, 3%
O=C(Nc1ccccc1)C1=C[C@H](c2ccc(C(F)(F)F)cc2)C[C@H](OCCCCO)O1
    /, -9%, -8%, 6%, /, /, 1%, /, 1%, /, /
CCOc1ccc(OCC)c(NC(=O)CCSCCc2ccccn2)c1
    0%, 0%, 11%, -19%, 19, -0.3%, -1%, -14%, -2%, -2%, -4%
Cc1occc1C(=O)NN1C(=O)C2C3CCC(O3)C2C1=O (configuration not stated)
    3%, 2%, 37%, 0%, -6, -3.0%, -2%, 3%, 2%, -6%, -15%
CC(C)CCNC(=O)NC(=O)COC(=O)/C=C/c1cnc2ccccc2n1
    5%, 0%, -27%, 1%, 0, -0.1%, -1%, -6%, -14%, 4%, 18%
COc1cccc(-n2nnnc2SCC(=O)NC2CCCCC2)c1
    0%, 1%, 9%, -19%, 4, -0.3%, -1%, -1%, 0%, 2%, 18%
C/C=C/Cn1c(SC)nc2c1c(=O)[nH]c(=O)n2C
    1%, -2%, -10%, 0%, 1, -0.8%, -6%, 6%, -2%, -10%, -4%
CC1CCC(NC(=O)CN2C(=O)NC(C)(C)C2=O)CC1 (configuration not stated)
    0%, 7%, -10%, 1%, 1, -0.2%, -1%, 0.12µM*, 0%, -6%, 11%
CC(C)NC(=O)C1CCN(C2CCN(Cc3ccc4cccc(F)c4n3)CC2)CC1
    0%, 2%, -32%, 1%, 2, -1.0%, -5%, -2%, -1%, -3%, -5%
Cn1c(N)c(C(=O)CCl)c(=O)n(C)c1=O
    -1%, -1%, 35%, 0%, 4, -1.0%, -3%, -12%, -2%, 8%, 21%
CCOC(=O)CSC1=NC(=O)/C(=C/c2ccc(Br)cc2)S1
    2%, 8%, -19%, ?, -2, -0.1%, 2%, ?, -4%, ?, 2%
Cc1cc2c(=O)oc(-c3ccccc3Br)nc2s1
    1%, -3%, 32%, 16%, 8, 3.0%, -6%, 2%, -18%, 11%, 1%
O=C(O)c1cccc(NC(=O)c2cccc(S(=O)(=O)Nc3cccc([N+](=O)[O-])c3)c2)c1
    2%, -2%, -13%, 3%, 2, 0.5%, -2%, 0%, 3%, /, 17%
O=C(Nc1ccc(NC(=O)c2cccs2)cn1)c1ccccc1
    2%, -4%, -16%, 63%, 1, 0.6%, 0%, ?, -25%, 7%, -1%
CSC(=O)NC12CC3CC(CC(C)(C3)C1)C2
    5%, 1%, -9%[7.66 µM], 4%, 6, -1.0%, 0%, -3%, /, -2%, 11%
COc1nc(NCC(C)C)nc(Oc2ccc(=O)n(-c3ccccc3)n2)n1
    -1%, 0%, 7%, -9%, /, 2.7%, -8%, 3%, 6%, -11%, 18%
O=C(N/N=C1\CCCc2ccccc21)c1cccc(Br)c1
    1%, -3%, 4%, ?, 11, 0.2%, -8%, 4%, 8%, ?, 3%
CC(=O)N1c2ccc(S(=O)(=O)N3CCC(C(=O)NCc4ccc(N(C)C)cc4)CC3)cc2CC1C (configuration not stated)
    1%, 2%, 2%, -6%, 2, -0.3%, -3%, 0%[9.26 µM], -2%, 5%, -3%

3 entries from above, tab-delimited.
Molecule	USP2a block	S-ASM inh	a7 integrin act	BRCA1 expr up	TRPV1 ag	B2AR arrestin	TSG101-PTAP inh	ELG1 genotoxic	uPA generation	p53 reactivation	Eya2 inh
CCOC(=O)CSC1=NC(=O)/C(=C/c2ccc(Br)cc2)S1	2%	8%	-19%	?	-2	-0.1%	2%	?	-4%	?	2%
Cc1cc2c(=O)oc(-c3ccccc3Br)nc2s1	1%	-3%	32%	16%	8	3.0%	-6%	2%	-18%	11%	1%
O=C(O)c1cccc(NC(=O)c2cccc(S(=O)(=O)Nc3cccc([N+](=O)[O-])c3)c2)c1	2%	-2%	-13%	3%	2	0.5%	-2%	0%	3%	/	17%
